CAL PDZ FP-1 – CAL PDZ peptide-binding inhibitors, primary screen, biochemical, fluorescence polarization, Cer-tagged CAL PDZ, HTS | purified CAL PDZ, TMR-peptide fluorescence polarization, 1 h | inhibition, % at 20 µM | 0.02% of 330,000 active | AID 504414, 2011;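 active = highest replicate inhibition of at least 40%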;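 note: plate controls were DMSO neutral control wells for no effect and unlabeled competitor peptide control wells for full effect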
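Assay system – tagged CAL PDZ protein CerCALP, purified · Timing – 1 h at RT · Compound – single point, 20 µM · Measured by – fluorescence polarization from S- and P-plane intensities, G-factor corrected · Evaluation – inhibition from polarization loss · Probe or stimulus – TMR reporter peptide T*-PRC34 · Buffer or medium – pH 7.4 phosphate-saline buffer, reducing agent, detergent, IgG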
Arrestin-AP2 inh – inhibitors of beta-arrestin/AP2 binding, primary screen, biochemical, GPCR trafficking, flow cytometry; beta-arrestin 1 C-terminal peptide binding to AP2 beta2-adaptin appendage (human); FITC-arrestin peptide / GST-AP2 beads; AP2 beta2 appendage carries R879A mutation; inhibition, % at 10 µM; 0.31% of 340,000 active;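 active = inhibition above a set limit, near 3 SD of compounds lacking own fluorescence, cut at about 54% in these data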;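 note: plate controls were DMSO wells for no effect and 5 µM unlabelled arrestin peptide for full effect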
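Material – AP2 appendage R879A on GSH beads · Buffer or medium – PBS with 0.05% Tween 20 and 0.1% BSA · Probe or stimulus – fluorescein-tagged arrestin peptide at 50 nM final · Incubation – compound with beads 12 min RT, then probe 1 h RT · Detection – high-throughput flow cytometry of beads, ex 488, em 535 nm · Evaluation – percent response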
DSG3 Ab inh – inhibitors of pemphigus antibody binding to DSG3, primary screen, biochemical, bead-based, flow cytometry, scFv-GFP | DSG3-coupled beads, scFv-anti-DSG3-GFP binding; stronger effect = lower value | binding (percent of control), % at 10 µM | 0.48% of 310,000 active | Desmoglein-3 (Homo sapiens), P32926 | AID 588358, 2011;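 active = binding more than 3 SD below its plate's average and above zero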;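 note: hits lower antibody fragment binding to DSG3; some compounds called inactive have numbers as strong as hits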
NSD2 inh – NSD2 histone methyltransferase inhibitors, primary screen, biochemical, AlphaScreen, single concentration, set 2 | AID 743445, 2014 | inhibition, % at 12.5 µM | NSD2 peptide methylation, 120 min | 0.54% of 310,000 active; in the data active = inhibition above about 50%
DAGLB inhibitor – DAGLB lipase inhibitors, primary screen, biochemical, fluorescence, HTS | HEK293T DAGLB membrane lysate, EnzChek fluorogenic substrate | Diacylglycerol lipase-beta (Homo sapiens), Q8NCG7 | inhibition, % at 5.17 µM | 0.059% of 340,000 active | AID 504411, 2011; in the data active = inhibition above about 34%;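 note: 0% = enzyme with vehicle and 100% = wells lacking enzyme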
LANA DNA inh – inhibitors of KSHV C-LANA binding to DNA, primary screen, biochemical, fluorescence polarization, FAM-LBS DNA, MBP-C-LANA, single point; Kaposi's sarcoma herpesvirus LANA C-terminal domain (residues 932-1162) DNA binding; inhibition, % at 9 µM; 0.078% of 340,000 active;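 active = highest replicate inhibition at or above 60% at 9 µM, even if other replicates fall short; inactive = all replicates below 60% inhibition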;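 note: 0% = neutral control wells and 100% = 4 µM acridine orange control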
RTF Ca sens inh – cardiac RTF calcium sensitivity inhibitors, primary screen, biochemical, IANBD-TnC fluorescence, EC70 calcium | Troponin I, cardiac muscle (Homo sapiens) + Troponin T, cardiac muscle (Homo sapiens) + … | IANBD-labeled cardiac RTF, Ca2+ fluorescence | inhibition, % at 7.15 µM | 0.12% of 340,000 active;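 active = inhibition above the mean inhibition of all tested compounds plus 3 SD, cut at about 17% in these data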;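 note: assay run at fixed EC70 calcium of 1.6 mM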
Keap1-Nrf2 PPI – Keap1-Nrf2 protein-protein interaction inhibitors, primary screen, biochemical, fluorescence polarization, single point; Keap1 Kelch-Nrf2 peptide fluorescence polarization, 1536-well; inhibition, % at 9.4 µM; 0.15% of 340,000 active; AID 504523, 2011; in the data active = inhibition above about 12%;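 note: human Keap1 Kelch domain with fluorescein labeled Nrf2 9mer peptide probe; 0% = neutral control wells and 100% = peptide positive control; higher means more block of Keap1 binding to Nrf2 peptide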
Target sequence (Q14145 whole entry, looked up, the tested form may be a part): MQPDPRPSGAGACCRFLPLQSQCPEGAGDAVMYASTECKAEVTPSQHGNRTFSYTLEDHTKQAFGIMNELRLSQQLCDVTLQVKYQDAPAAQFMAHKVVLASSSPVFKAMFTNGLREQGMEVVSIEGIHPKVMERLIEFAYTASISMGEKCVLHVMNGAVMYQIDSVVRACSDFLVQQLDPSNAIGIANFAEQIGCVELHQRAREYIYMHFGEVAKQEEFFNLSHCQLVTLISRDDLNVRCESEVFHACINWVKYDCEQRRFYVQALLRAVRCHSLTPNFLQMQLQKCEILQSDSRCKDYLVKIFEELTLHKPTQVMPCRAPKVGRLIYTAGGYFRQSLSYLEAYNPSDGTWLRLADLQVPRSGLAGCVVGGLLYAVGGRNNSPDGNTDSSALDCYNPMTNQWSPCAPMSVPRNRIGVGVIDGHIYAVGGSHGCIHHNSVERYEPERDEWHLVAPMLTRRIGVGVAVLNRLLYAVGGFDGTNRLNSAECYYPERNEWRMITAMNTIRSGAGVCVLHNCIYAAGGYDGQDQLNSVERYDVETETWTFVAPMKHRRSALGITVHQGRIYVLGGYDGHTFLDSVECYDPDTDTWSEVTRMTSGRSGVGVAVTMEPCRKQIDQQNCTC
CAL PDZ FP-2 – untagged CAL PDZ binding inhibitors, primary screen, biochemical, fluorescence polarization, HTS. purified CAL PDZ, TMR-peptide fluorescence polarization, 1 h. AID 602252, 2012. 0.92% of 300,000 active. inhibition, % at 24.9 µM. Golgi-associated PDZ and coiled-coil motif-containing protein (Homo sapiens), Q9HD26;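 active = mean inhibition of at least 30% with at least half of replicates also reaching 30%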;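 note: 0% = DMSO neutral control and 100% = excess unlabeled competitor peptide PRC23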
V-ATPase pH – regulators of yeast V-ATPase proton pumping, primary screen, pHLuorin cytosolic pH fluorescence; AID 504577, 2011; response, % at 10 µM; S. cerevisiae; 0.37% of 350,000 active; in the data active = response mostly above about 7.3%, no sharp cut-off; inactive = mostly below about 5.4%; note: actives read high; inactives centre near 0; some compounds called inactive have numbers as strong as hits; reference of the scale not given here
* = called active by the depositor; nt = no result given. A portion of the library. The share of hits here may be higher or lower than overall.

Every second line gives: CAL PDZ FP-1	Arrestin-AP2 inh	DSG3 Ab inh	NSD2 inh	DAGLB inhibitor	LANA DNA inh	RTF Ca sens inh	Keap1-Nrf2 PPI	CAL PDZ FP-2	V-ATPase pH
> COc1ccc(Cc2nc3c4c(ncn3n2)Oc2ccc3ccccc3c2C4c2ccc(OC)c(OC)c2)cc1 (configuration not stated)
 : -0.5	15	101	nt	-7	0.0	2	-2	-1	0
> CCOC(=O)Cn1c(=NC(=O)CSC(C)=O)sc2cc(OC)ccc21
 : 0.6	8	102	-2	-10	0.3	-4	-1	-4	-2
> O=C1NC(c2cn(-c3ccccc3)nc2-c2cccs2)C(C(=O)c2cccnc2)C(O)(C(F)(F)F)N1 (configuration not stated)
 : -0.3	26	111	2	-1	-0.6	1	1	-6	-1
> COC(=O)c1cccc(C(=O)N2CCCC(C(=O)c3ccccc3OC)C2)c1 (configuration not stated)
 : -0.3	-13	106	2	0	-1.2	-14	-2	-2	-6
> COc1ccc(C(=O)Nc2ccc(C(=O)N3CCC(C)CC3)cc2)cc1OC
 : -3.0	-5	102	-3	0	-0.4	2	3	-1	4
> NC(=O)c1ccc2c(c1)OCCO2
 : nt	5	107	-5	6	1.4	9	0	-2	0
> CC(C)(C)OC(=O)C[C@H]1C/C=C\C[C@@H](CC(=O)N(CCO)Cc2ccccc2)C(=O)NC[C@H](c2ccccc2)OC1=O
 : 0.1	9	100	nt	-2	-1.2	-7	-5	3	6
> Cc1c(Cl)c([N+](=O)[O-])nn1CC(=O)NCC(C)C
 : nt	18	101	-2	2	0.5	-7	-6	-3	1
> COC(=O)c1ccccc1NC(NC(=O)c1ccco1)C(=O)c1ccc(C)cc1 (configuration not stated)
 : -0.8	-2	nt	-1	0	0.9	-2	-2	-2	0
> COc1ccc(NC(=O)COC(=O)CCc2nc3ccccc3c(=O)[nH]2)c(OC)c1
 : 0.1	-3	102	0	0	0.7	-13	-5	nt	5
> Cc1ccc(SCc2[nH]nc3c2C(C(C)C)C(C#N)=C(N)O3)cc1 (configuration not stated)
 : -0.8	4	110	5	1	-0.3	-12	-1	-2	1
> CCOc1cc(/C=C2/C(=N)N3C=CSC3=NC2=O)ccc1OCCCOc1ccccc1C
 : -2.2	-5	100	0	-11	1.2	-8	-1	-1	-1
> C=CC[C@H](CC(=O)N(CCO)Cc1ccccc1)C(=O)N[C@H](COC(=O)[C@@H](CC=C)CC(=O)OC(C)(C)C)c1ccccc1
 : -0.1	1	96	nt	-6	0.0	-12	-2	-2	6
> CC1(C)NC(=O)N(CC(=O)N2CCC(Cc3ccccc3)CC2)C1=O
 : -1.8	-2	110	-1	2	-0.6	-1	-5	-4	0
> O=C1CCc2cc(S(=O)(=O)Nc3ccccc3)ccc2N1
 : -1.7	-6	107	9	1	0.1	-8	-3	-9	1
> CCOC(=O)CC(NC(=O)C1c2ccccc2Oc2ccccc21)c1ccccc1Cl (configuration not stated)
 : -0.2	-13	100	-4	-8	0.0	-15	0	nt	1
> COc1ccc(C(=O)NCC(c2ccco2)N2CCOCC2)cc1OC (configuration not stated)
 : 1.0	-7	104	nt	3	-14	3	-6	-2	-1
> COc1ccc(N2C(=O)CC(N3CCN(S(=O)(=O)c4c(F)cccc4F)CC3)C2=O)cc1OC (configuration not stated)
 : -1.2	0	nt	0	0	0.6	-9	-1	nt	-5
> CCC(C)(C)NC(=O)CN(Cc1cccs1)C(=O)CCC(=O)Nc1nccs1
 : -2.8	5	100	-1	-1	2.7	3	-5	0	-1
> COc1cccc(OC)c1C(=O)Nc1ccc(N2CCN(S(C)(=O)=O)CC2)cc1
 : nt	-4	105	-2	4	-1.1	5	-5	-5	-5
> C(=NN=Cc1c[nH]c2ccccc12)c1c[nH]c2ccccc12
 : nt	nt	103	1	3	nt	nt	nt	nt	-3
> CC(C)Oc1cccc(C(=O)C2CCCN(C(=O)c3cc(C4CC4)[nH]n3)C2)c1 (configuration not stated)
 : -2.7	-8	106	3	-4	0.5	-7	-5	0	1
> N#CCc1ccc(OC(=O)c2ccncc2)cc1
 : -2.2	10	116	-2	0	-0.6	-8	-3	0	4
> COc1ccc(-c2c(C#Cc3ccsc3)c3cc(-c4ccc(OC)c(F)c4)ccc3n2C)cc1
 : 0.1	-2	101	nt	-3	0.2	-1	-3	-3	-5
> COC(=O)C1=C(C)C(c2ccc(OC)cc2)NC(=S)N1 (configuration not stated)
 : 0.2	-6	nt	-2	0	-0.6	-4	3	0	4
> O=C(OC1C2C=CC1C1C(=O)NC21)c1ccccc1 (configuration not stated)
 : nt	nt	106	-4	-3	nt	nt	nt	nt	2
> COc1ccc(Cl)c(NC(=O)Cn2nnc(-c3ccccc3N)n2)c1
 : -2.5	-5	100	-5	-3	-0.5	0	-4	-5	1
> COc1ccc(/C(N)=N/OC(=O)c2ccc([N+](=O)[O-])c(C)c2)cc1OC
 : -2.3	4	105	-3	-3	1.9	2	-1	-1	1
> Cc1noc(C)c1CN1C(=O)c2ccccc2C1=O
 : -1.0	-8	92	0	0	-2.1	-4	-2	-1	-1
> CCc1nc(C)cn1S(=O)(=O)c1cc(C)c(OC)c(C)c1C
 : -0.1	0	100	9	-3	-1.2	0	2	nt	-3
> CN(Cc1ccccc1)C(=O)CCn1c(=O)c2cccn2c2cccnc21
 : -1.0	14	101	-2	1	0.1	10	-1	3	3
> O=C(N/N=C/c1c[nH]c2ccccc12)C1CC(=O)N(c2ccccc2)C1 (configuration not stated)
 : -1.4	2	96	6	3	0.4	-5	1	5	-1
> Cc1ccc(C(=O)OCC(=O)N2c3ccccc3NC(=O)C2(C)C)cc1S(=O)(=O)N1CCCCC1
 : 0.5	2	109	7	1	-1.4	-7	-4	9	1
> Cc1ccc(Cn2nc(C)c(NC(=O)c3cc(-c4ccco4)on3)c2C)cc1
 : -0.1	-5	99	-4	-4	-0.5	-4	-2	nt	2
> Clc1ccccc1Cn1nnc2c(Nc3ccccc3)ncnc21
 : nt	1	99	-4	-3	3.3	3	-2	-4	0
> C=CCNC(=O)C1CCN(S(=O)(=O)c2cccs2)CC1
 : -1.0	2	105	-1	-2	-0.9	5	-2	nt	0
> CCC(CO)Oc1cc(NC(=O)c2ccccc2N)c2ncn(C(C)C)c2c1 (configuration not stated)
 : 0.2	39	97	nt	2	-0.8	3	3	1	3
> CCNC(=S)NNC(=O)c1csc2c1CCCC2
 : -2.6	12	nt	-1	0	-0.8	-7	-5	-1	2
> O=C(NCc1ccccn1)C1CC(c2ccc(Cl)c(Cl)c2)=NO1 (configuration not stated)
 : -1.2	3	110	0	-2	2.0	-10	-2	nt	-6
> CC(C)(C)c1cc(CCC(=O)NCCc2ccccn2)cc(C(C)(C)C)c1O
 : -0.9	-14	nt	-2	1	1.0	-5	-2	1	1
> O=C(Cn1nc(-c2ccccc2)ccc1=O)N1CCOCC1
 : -0.4	22	100	nt	2	-1.3	-5	-3	nt	0
> CC(C)CNS(=O)(=O)c1ccc(NC(=O)Cn2nc(-c3ccc(F)cc3)ccc2=O)cc1
 : -0.8	-3	96	-3	1	-5.4	-3	-1	-5	11
> COc1cccc(/C=N/n2c(C)nc3ccccc3c2=O)c1O
 : 0.7	6	105	-4	4	1.7	5	-1	-24	-1
> N#CN(CC(N)=O)c1nc(N2CCCCC2)nc(N2CCCCC2)n1
 : nt	-7	121	nt	-3	0.3	-3	2	-4	0
> Cc1nc(-c2cccc(S(=O)(=O)N3CCCCCC3)c2)cs1
 : -1.3	-1	104	-6	-9	-0.5	-4	-1	1	3
> COC(=O)c1ccc(NC(=O)COC(=O)CCC2CCCC2)cc1
 : 0.1	30	nt	4	-5	-0.6	-4	0	-2	-5
> O=c1[nH]c(=O)n([C@H]2C[C@H](O)[C@@H](CO)O2)cc1I
 : -0.7	-2	93	nt	1	-0.3	8	-5	-1	1
> CCn1c2ccccc2c2nnc(SCC(=O)NC(CC(C)C)C(=O)OC)nc21 (configuration not stated)
 : -1.7	24	97	0	0	-1.4	3	0	-2	2
> CC1CCN(CCCNC(=O)CN2CCN(Cc3ccc(Cl)cc3)C2=O)CC1
 : -0.6	0	115	nt	-1	0.9	-5	-2	nt	-4
> COc1ccc(C/C(N)=N/OC(=O)CCc2ccccc2)cc1
 : -0.6	10	99	-6	-10	-1.2	-9	1	-1	2
> COc1ccc(-c2cc(C(=O)Nc3c(C)nn(Cc4ccc(Cl)cc4)c3C)no2)cc1
 : -1.5	7	102	-1	-1	-0.3	0	2	5	-4
> CN(C)C(=O)c1cc(C(=O)c2ccc(F)cc2F)c[nH]1
 : nt	11	104	-4	2	0.9	-6	0	5	-3
> Cc1cc(C)c2c(CN3CCN(Cc4ccc5c(c4)OCO5)CC3)cc(=O)oc2c1C
 : -1.5	-3	117	nt	-4	-0.3	-2	0	-6	1
> CC(C)(O)[C@@H]1CC(=O)[C@]2(C)[C@H](CC[C@@]3(C)[C@H](c4ccoc4)OC(=O)[C@H]4O[C@]432)[C@@]1(C)/C=C\C(=O)O
 : -0.4	-4	106	nt	-3	1.0	-8	0	-3	1
> CN1CCN(CCC(=O)Nc2ccc3c(c2)OCO3)CC1
 : -1.9	4	103	4	-1	-0.1	-7	-1	-4	7
> Cn1c(=O)[nH]c(=O)c2c1nc(NCCCO)n2CCCc1ccccc1
 : -2.8	-12	103	-3	-1	-1.6	-6	2	nt	-1
> CC(=O)c1ccc(N2CCN(C(=O)C3CCC3)CC2)cc1
 : nt	4	102	0	2	-0.5	-4	-1	-5	0
> CCOc1ccc(NS(=O)(=O)c2ccc(C(=O)N(C)Cc3cccc(OC)c3OC)cc2)cc1
 : -0.4	-4	nt	-1	-1	-1.3	-2	4	nt	-2
> Cc1ccsc1/C=N/NC(=O)c1ccccn1
 : -2.3	5	131	-9	-3	0.8	-9	-5	-3	7
> CCC(C)(C)NC(=O)CN(C(=O)CCC(=O)Nc1nccs1)c1ccc2c(c1)OCCO2
 : -1.6	-4	nt	2	1	0.9	-4	-3	3	5
> O=C(COc1ccccc1)Nc1ccccc1C(=O)NCc1ccco1
 : 0.7	19	nt	2	-2	1.8	4	-4	nt	-4
